From PubChem BioAssay
Vif-A3F inh: Vif-A3F binding inhibition | HeLa A3F-eYFP + Vif (tagged APOBEC3F with the HIV-1 protein that degrades it), YFP fluorescence increase | Potency, µM (top dose mostly 46.1 µM), inactives show at the highest dose activity, negative = active | 0.2% of 390,000 active | AID 602313; also: potency is read from the fitted curve at half-maximal effect; % of control where 0% means no effect; nearly all actives have a fitted effect of over 65% in size
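HeLa cells stably expressing Vif plus C-terminally eYFP-tagged A3F were seeded, incubated overnight at 37 deg C, dosed with compound, incubated overnight again at 37 deg C. Yellow fluorescence (Ex 488/Em 500-530) reported blocked Vif-mediated A3F-eYFP degradation.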
Glioma ERSR ind: inducers of ER stress response in human glioma cells; Potency, µM, inactives show at the highest dose activation, hits mostly activators; U87-MG GRP78 promoter luciferase reporter, 16 h; 0.02% of 420,000 active; also: potency is read from the fitted curve at half-maximal effect; series mostly up to about 76 µM; % of control where 0% means no effect; nearly all actives have a fitted effect of over 35% in size
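Stably transfected U87-MG glioma cells carrying a GRP78-based luciferase sensor; 16 h compound incubation. Luminescence end-point read 10 min after Bright-Glo addition at room temperature.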
Vif-APOBEC3G blk: inhibitors of Vif-APOBEC3G interaction; Q9HC16; HeLa A3G-eYFP + Vif (tagged APOBEC3G with the HIV-1 protein that degrades it), YFP fluorescence, overnight; Potency, µM (titrated, usually from 46.1 µM), for inactives: top-dose activity, negative = active, hits mostly inhibitors; 0.076% of 410,000 active; AID 602310;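 also: potency is read from the fitted curve at half-maximal effect; % is scaled to controls: 0 for no effect and ±100 for the full control effect; nearly all actives have a fitted effect of over 60% in size; hits raise eYFP signal because A3G escapes Vif-driven loss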
Target sequence (Q9HC16 whole entry, looked up): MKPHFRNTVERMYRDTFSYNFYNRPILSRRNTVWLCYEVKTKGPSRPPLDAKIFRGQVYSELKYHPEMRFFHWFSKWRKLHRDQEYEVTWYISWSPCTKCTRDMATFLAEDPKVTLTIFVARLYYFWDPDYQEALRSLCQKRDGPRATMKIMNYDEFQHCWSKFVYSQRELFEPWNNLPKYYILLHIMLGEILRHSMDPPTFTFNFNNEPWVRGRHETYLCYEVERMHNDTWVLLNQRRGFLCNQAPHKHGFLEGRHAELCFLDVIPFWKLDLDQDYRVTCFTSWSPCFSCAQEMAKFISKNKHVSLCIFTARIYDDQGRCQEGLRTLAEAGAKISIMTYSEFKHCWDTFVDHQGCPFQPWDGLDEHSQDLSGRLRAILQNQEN
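HeLa cells stably expressing Vif and C-terminally eYFP-tagged A3G, seeded overnight at 37 deg C, then exposed to compound by pintool overnight at 37 deg C. Rise in yellow fluorescence (Ex 488/Em 500-530, Acumen) marks blocked Vif-driven A3G degradation.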
mIDH1 inhibitor: inhibitors of human mutant IDH1 R132H; O75874; Potency, µM (titrated, usually from 76.6 µM), without a hit: at the top dose activity change, negative = inhibition, usual class: inhibitors; 0.093% of 390,000 active; IDH1-R132H enzyme, NADPH consumption, diaphorase/resazurin fluorescence; also: potency is read from the fitted curve at half-maximal effect; % is scaled to controls: 0 for no effect and ±100 for the full control effect; nearly all actives have a fitted effect of over 65% in size
Target sequence (O75874 whole entry R132H, stated change not applied): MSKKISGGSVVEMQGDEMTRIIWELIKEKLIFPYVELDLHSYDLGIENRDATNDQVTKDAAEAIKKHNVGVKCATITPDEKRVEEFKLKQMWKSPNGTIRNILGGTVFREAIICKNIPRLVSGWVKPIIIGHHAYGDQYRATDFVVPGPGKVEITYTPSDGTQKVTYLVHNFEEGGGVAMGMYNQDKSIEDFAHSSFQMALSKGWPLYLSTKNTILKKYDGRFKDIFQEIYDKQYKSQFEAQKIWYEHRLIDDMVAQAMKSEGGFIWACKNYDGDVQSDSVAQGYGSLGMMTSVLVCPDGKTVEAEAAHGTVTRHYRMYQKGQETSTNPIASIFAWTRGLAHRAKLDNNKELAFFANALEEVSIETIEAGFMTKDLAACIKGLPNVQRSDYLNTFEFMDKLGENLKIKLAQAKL
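IDH1-R132H (0.5 ug/mL) preincubated 30 min with compound, then NADPH (0.016 mM) and alpha-KG (2 mM) added; 80 min at RT, pH 7.5. Remaining NADPH coupled via diaphorase/resazurin to fluorescence (540/590 nm); concentration-response curves normalized to no-enzyme control.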
RGS4 inh: inhibitors of human regulator of G protein signaling 4. P49798. Transcreener GDP fluorescence polarization, RGS4-accelerated GTP hydrolysis. Potency, µM (doses to about 114 µM), inactives show at the top dose activity change, negative = inhibition, most hits filed as inhibitors. 0.039% of 390,000 active. AID 504845; also: potency is read from the fitted curve at half-maximal effect; % is scaled to controls: 0 for no effect and ±100 for the full control effect; nearly all actives have a fitted effect of over 75% in size; some results filed as inactive show a strong effect at the top dose
Target sequence (P49798 whole entry, looked up): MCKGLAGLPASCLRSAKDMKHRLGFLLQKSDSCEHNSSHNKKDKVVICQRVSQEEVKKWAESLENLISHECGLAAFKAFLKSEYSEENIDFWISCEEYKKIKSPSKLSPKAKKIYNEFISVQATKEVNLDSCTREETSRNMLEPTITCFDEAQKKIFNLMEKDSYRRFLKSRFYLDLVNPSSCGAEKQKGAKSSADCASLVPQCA
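MLSMR compounds (23 nl, pin-transferred) preincubated 10 min at room temperature with a 500nM (2x) first reagent, then RGS4 at 900nM (2x) plus Transcreener GDP mix added; fluorescence polarization (620/688 nm) read before and after 90 min at 30 °C.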
USP1 inh: USP1/UAF1 (human) deubiquitinase inhibition. recombinant USP1/UAF1, Ub-Rhodamine cleavage fluorescence. AID 743255. Potency, µM (highest dose often 57.1 µM), inactives show at the top dose activity change, negative = inhibition, actives largely listed as inhibitors. O94782. 0.23% of 390,000 active; also: potency is read from the fitted curve at half-maximal effect; % is scaled to controls: 0 for no effect and ±100 for the full control effect; nearly all actives have a fitted effect of over 60% in size; inactives centre near -12
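1 nM enzyme complex + cpd, 15 min RT; start with Ub-Rho 150nM final; kinetic fluorescence ex 480/em 540, 6 reads q60 s. Buffer 50mM HEPES pH 7.8, 0.5mM EDTA, 0.1 mg/ml BSA, 1mM TCEP, 0.01% Tween-20.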
TrxR1 inh: rat TrxR1 inhibition. recombinant rTrxR1, NADPH fluorescence consumption, selenite substrate. Potency, µM (top dose mostly 114 µM), for inactives: top-dose activity change, negative = inhibition, hits mostly inhibitors. 1% of 390,000 active; also: potency is read from the fitted curve at half-maximal effect; % is scaled to controls: 0 for no effect and ±100 for the full control effect; nearly all actives have a fitted effect of over 65% in size
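Rat TrxR1 (90 nM in the dispensed reagent) was pre-reduced with 400 uM NADPH for 5 min at room temperature, then incubated with compound for 15 min. After 400 uM selenite was added, NADPH fluorescence (Ex 340/Em 450 nm) was followed for 8 min.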
TrxR1 substrate: is turned over as a substrate by rat TrxR1; Potency, µM (top dose mostly 114 µM), for inactives: at the highest dose activity change, negative = substrate turnover; O89049; AID 588456; 0.01% of 390,000 active; purified TrxR1 substrate turnover, NADPH consumption readout; also: potency is read from the fitted curve at half-maximal effect; % is scaled to controls: 0 for no effect and ±100 for the full control effect; nearly all actives have a fitted effect of over 50% in size
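Rat TrxR1, dispensed at 90 nM, was prereduced with 400 uM NADPH (final) for 5 min at ~22 deg C, then incubated with compound 15 min before 400 uM selenite. A first-read NADPH fluorescence drop versus no-compound background flagged substrates.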
LDHA block: LDHA (human) enzyme inhibition; P00338; purified LDHA, NADH/diaphorase-resazurin fluorescence; hits give low values; activity change, % (values are at about 110 or 230 µM); 0.15% of 480,000 active; AID 1347041; in the data active = activity change below about -30%; inconclusive = mostly about -25% to -30%;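 also: plate controls were DMSO wells for no effect and wells without enzyme for full effect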
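Human LDH5 (2 nM) was incubated with 0.06 mM NADH and 0.2 mM pyruvate for 5 min at room temperature in Tris pH 7.4. Remaining NADH was coupled through diaphorase/resazurin, and resorufin fluorescence was read at 0 and 20 min.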
Numbers without * were called inactive; ? = inconclusive; nt = not tested or not shown; & = joins results of further samples; [ ] = dose if it differs, or a comment. Unless noted, calls follow the shape of the dose curve; as a rule, active = well fitted curve in the direction sought with a large enough effect; inconclusive = small, poorly fitted or top-dose-only effect, or another doubt; inactive = no such curve, though single readings can be large; an effect the other way counts as inactive or inconclusive. These rows are one share of the data; rates above refer to the full screens.

Below each SMILES – Vif-A3F inh	Glioma ERSR ind	Vif-APOBEC3G blk	mIDH1 inhibitor	RGS4 inh	USP1 inh	TrxR1 inh	TrxR1 substrate	LDHA block
1: COC(=O)C1=C(c2ccc(C(C)=O)cc2)C[C@@H]2CC[C@H]1N2C(=O)NCCOc1ccccc1Cl
    5%	-5%	1%	6%	2%	-16%	12%	2%	1
2: CCOC(=O)C1C(OC(=O)c2ccccc2)CC2CCC1N2C (stereo unspecified)
    3%	-1%	-1%	-7%	6%	-4%	31%	4%	9
3: Cc1cc(=O)oc2c(C)c(OC3CCCCC3=O)ccc12 (stereo unspecified)
    -3%	-5%	1%	0%	-19%	-9%	?	67%[activator]	-3
4: COc1cccc(C2SCC(=O)Nc3c2c(C)nn3-c2ccc(C)c(Cl)c2)c1OC (stereo unspecified)
    nt	nt	nt	nt	8%	3%	-6%	-6%	-8
5: Cn1c(O)c(C(=O)c2ccccc2Cl)c(=O)n(C)c1=O
    0%	-3%	2%	-4%	17%	-2%	-7%	-8%	0
6: COC(=O)c1ccccc1N=Cc1c(O)[nH]c(=S)[nH]c1=O
    -10%	0%	0%	7%	?	-17%	0%[57.1 µM]	5%[57.1 µM]	-10
7: C[C@]12CCC3C(C[C@@H](O)[C@H]4C[C@@H](O)CC[C@]34C)C1CC[C@@H]2O (stereo partly specified)
    -2%	-3%	2%	7%	10%	-10%	25%	3%	-13
8: C[C@](N)(CCP(=O)(O)O)C(=O)O
    4%	-2%&-3%&-5%	2%	15%	6%	10%	4%	-8%	-8
9: Fc1ccc(CNC2CN3CCC2CC3)cc1 (stereo unspecified)
    2%	-2%	2%	-6%	0%	-10%	28%	-1%	-6
10: COc1ccc(CN2C(=O)NC(=O)/C(=C\c3ccco3)C2=O)cc1
    -11%	-3%	-1%	-3%	?	?	?	-5%	-2

Below each SMILES – Vif-A3F inh	Glioma ERSR ind	Vif-APOBEC3G blk	mIDH1 inhibitor	RGS4 inh	USP1 inh	TrxR1 inh	TrxR1 substrate	LDHA block
11: CN=C(SCc1cc2c(cc1Cl)OCO2)c1c(O)n(C)c(=O)n(C)c1=O
    0%	-5%	-1%	-2%	22%	-4%	-12%[57.1 µM]	2%[57.1 µM]	10
12: CCOc1ccc(-c2nc3cc(NC(=O)COc4cccc(C)c4)ccc3o2)cc1
    -2%	-1%	-3%	2%	-1%	-4%	4%	55%[activator]	-3
13: CCCCn1c(=O)c(C(=O)NCc2ccc(Cl)cc2)c(O)c2ccccc21
    -5%	1%	4%	-3%	4%	-9%	5%	1%	-3
14: COc1cccc(CNCCc2c[nH]c3ccccc23)c1
    5%	-6%	-2%	-5%	1%	3%	10%	5%	-15
15: CN1CCC2(CC1)CC(NC=O)c1ccccc1O2 (stereo unspecified)
    14%	7%	3%	-3%	-22%	-15%	-1%[57.1 µM]	8%[57.1 µM]	-7
16: O=C(/C=C/c1ccc2c(c1)OCO2)c1c(O)n(CCc2ccccc2)c(=O)[nH]c1=O
    ?	-3%	-20%	2%	-27%	-6%	13%[11.4 µM]	-9%	-6
17: CC12CN3CCN(C1)CC(C)(C3)C2=NO
    1%	-4%	2%	-9%	-2%	-9%	-15%[2.29 µM]	12%[57.1 µM]	-9
18: CSc1ccc(C(=O)C2CCCN(Cc3cccnc3)C2)cc1 (stereo unspecified)
    4%	-3%	1%	0%	-18%	-6%	17%[11.4 µM]	6%[11.4 µM]	-5
19: CN1CCN(CCC(=O)OC2CC3CCC(C2)N3C)CC1 (stereo unspecified)
    -10%	-4%	-1%	2%	-11%	-11%	6%[57.1 µM]	-8%	-4
20: CCCN1CC[C@@H]2c3cc(O)ccc3CC[C@@H]21
    -2%	-3%&-2%&-2%	0%	11%	-2%[56.9 µM]	?	6%[57.1 µM]	7%[57.1 µM]	-3

Below each SMILES – Vif-A3F inh	Glioma ERSR ind	Vif-APOBEC3G blk	mIDH1 inhibitor	RGS4 inh	USP1 inh	TrxR1 inh	TrxR1 substrate	LDHA block
21: Cc1cc(C)n(CCOC(=O)C2C(C=C(Cl)Cl)C2(C)C)n1 (stereo unspecified)
    -25%	0%	-9%	5%	26%	0%	2%[57.1 µM]	1%	1
22: c1ccc(Nc2ccc3ccccc3c2)cc1
    -11%	0%	-5%	22%	-8%	-6%	33%[activator]	84%[activator]	10
23: CC(=O)c1ccc(NC2=NCCCS2)cc1
    -1%	5%	-1%	-4%	14%	-3%	1%	-2%	-4
24: COc1ccc(CN2CC=C(c3ccc(F)cc3)CC2)cc1Br
    12%	-5%	-2%	8%	-21%	-17%	33%	12%	3
25: COc1cc(N2CCOCC2)ccc1/C=C1\C(=O)NC(=O)N(C2CCCCC2)C1=O
    2%	-2%	1%	-1%	?	-16%	?	2%	0
26: COC(=O)C1=C(c2cc3ccccc3o2)C[C@@H]2CC[C@H]1N2C(=O)NCCO
    0%	-1%	3%	-3%	-10%	-20%	4%[57.1 µM]	8%[57.1 µM]	-1
27: COC(=O)C1=C(c2ccccc2OCc2ccccc2)C[C@@H]2CC[C@H]1N2C(=O)NCc1ccc(N(C)C)cc1
    -2%	-4%	-4%	10%	13%	?	5%	-4%	4
28: CN(C)C(=O)Oc1ccc(C(=O)c2ccccc2)cc1
    -15%	5%	0%	5%	4%	?	6%	6%	-3
29: CCCCCCN1CCN(c2ccc(Cl)cc2)CC1
    -3%	-2%	1%	3%	-18%	-14%	-11%	-13%	-9
30: NC(=O)CSP(=O)(c1ccccc1)c1ccccc1
    -10%	-7%	2%	1%	-15%	2%	63%[activator]	-7%	-2

Below each SMILES – Vif-A3F inh	Glioma ERSR ind	Vif-APOBEC3G blk	mIDH1 inhibitor	RGS4 inh	USP1 inh	TrxR1 inh	TrxR1 substrate	LDHA block
31: Cc1cccc(OP(=O)(Nc2ccc(F)cc2)Oc2cccc(C)c2)c1
    -22%	1%	-10%	10%	-39%	-23%	24%[57.1 µM]	-8%[57.1 µM]	2
32: CN1CC[C@@]2(C)c3cc(O)ccc3N(C)C12 (stereo partly specified)
    nt	-15%&-7%	-8%	nt	21µM*	nt	16%&-2%	1%[57.1 µM]	-3
33: CC(Cc1cccs1)NCc1ccccc1 (stereo unspecified)
    0%	-4%	0%	0%	10%	-14%	18%[57.1 µM]	7%[57.1 µM]	-8
34: O=C(O)CCn1cc(C=C2C(=O)NC(=S)NC2=O)c(-c2cc3ccccc3oc2=O)n1
    -8%	-2%	-1%	-2%	?	-3%	7.1µM*	3%	-4
35: O=C(c1cnn2c(C(F)(F)F)cc(-c3ccccc3)nc12)N1CCC2(CC1)OCCO2
    -3%	-2%	-3%	-1%	34%	-16%	8%	-3%	-8
36: CCN(CC)C(=O)c1ccc(N(Cc2ccccc2)S(C)(=O)=O)cc1
    -2%	-3%	-1%	-3%	18%	-9%	24%	-2%	0&3
37: COCCN1C(=O)NC(=O)/C(=C\c2ccc(Br)cc2)C1=O
    -3%	-2%	8%	10%	-120%[56.9 µM]	-18%	14%	-1%	-2
38: O=C(c1ccc(CNS(=O)(=O)c2ccccc2)cc1)N1CCC2(CC1)OCCO2
    0%	2%	0%	9%	?	-9%	7%	-7%	-5
39: CCOP(=S)(OCC)Oc1nc(Cl)c(Cl)cc1Cl
    -11%	0%&-5%	-2%	-1%	-48%	-30%	13%	1%	-5
40: CCCC1(CCO)C(=O)NC(=S)NC1=O
    10%	-4%	3%	3%	-33%	-10%	1%[57.1 µM]	-10%[57.1 µM]	-3

Below each SMILES – Vif-A3F inh	Glioma ERSR ind	Vif-APOBEC3G blk	mIDH1 inhibitor	RGS4 inh	USP1 inh	TrxR1 inh	TrxR1 substrate	LDHA block
41: CCOC(=O)C(O)(c1ccc(N(CC)C(=O)OC)cc1)C(F)(F)F (stereo unspecified)
    -7%	0%	0%	10%	-21%	-10%	2%	1%	0
42: C[C@H](CO)N1C[C@H](C)[C@H](CN(C)C(=O)Oc2ccccc2)OCc2cnnn2CCCC1=O
    -1%	-1%	1%	0%	nt	-29%	nt	nt	-24
43: COC(=O)C1=C(c2ccc(-c3ccccc3)c(F)c2)C[C@@H]2CC[C@H]1N2C(=O)NCCOc1ccccc1
    0%	-6%	3%	-2%	21%	6%	6%	-11%	1
44: Cc1c(-c2cccc(Cl)c2)nc2ccccc2c1C(=O)N1CCC2(CC1)OCCO2
    3%	-1%	-9%	2%	-41%	-20%	2%	-5%	-1
45: CC(C)c1cccc(O)c(=O)c1
    ?	-3%&-5%&-3%	2%	0%	-37%	-7%	-1%[57.1 µM]	-7%[57.1 µM]	9
46: O=C(O)c1ccc(/C=C/c2nc3ccccc3c(=O)n2-c2ccc(Br)cc2)cc1
    14%	-2%	-2%	-7%	4%	-15%	-17%	-18%	-9
47: CC1=NCCc2c1[nH]c1ccccc21
    -11%	-3%	-11%	-10%	-12%	-14%	1%	14%	-6
48: C[C@H]1CCC[C@@H](O)CCC/C=C/c2cc(O)cc(O)c2C(=O)O1
    -3%	-6%	-4%	-3%	-4%	-12%	10%	7%	-1
49: CC(=O)Nc1nnc(CCN(CCc2nnc(NC(C)=O)s2)[N+](=O)[O-])s1
    -14%	1%	-14%	-5%	-3%	-22%	17%	3%	-5
